Bioassay records (PubChem)
pCIP destab – p/CIP protein destabilization; decrease of EGFP signal, % at 10 µM; F442A p/CIP-EGFP cells, EGFP fluorescence, 16 h; Q05BA5; actives 0.01% (n = 290,000);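 active means EGFP signal decrease of at least 30% at 10 µM or well 3 SD below plate mean, unless failing retest; inactive means the rest, including hits failing retest or dose response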; further: some compounds called inactive have numbers as strong as hits; many of its hits are not listed in these tables
MEKK3 PB1 HTS – MEKK3-MEK5 PB1 interaction, increase or decrease; Q99759; actives 1.4% (n = 290,000); binding response (% of control), % at 10 µM; bead-based flow cytometry, Alexa488-MEK5 binding to MEKK3; actives lie on both sides; 0 = blocked by unlabeled MEK5, 100 = vehicle; AID 1529;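 active means binding response more than 3 SD above or below the average of its plate-row segment, actives on both sides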;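 further: Alexa488 bead fluorescence after subtracting the streptavidin-only scavenger bead signal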
Target sequence (Q99759 whole entry, looked up): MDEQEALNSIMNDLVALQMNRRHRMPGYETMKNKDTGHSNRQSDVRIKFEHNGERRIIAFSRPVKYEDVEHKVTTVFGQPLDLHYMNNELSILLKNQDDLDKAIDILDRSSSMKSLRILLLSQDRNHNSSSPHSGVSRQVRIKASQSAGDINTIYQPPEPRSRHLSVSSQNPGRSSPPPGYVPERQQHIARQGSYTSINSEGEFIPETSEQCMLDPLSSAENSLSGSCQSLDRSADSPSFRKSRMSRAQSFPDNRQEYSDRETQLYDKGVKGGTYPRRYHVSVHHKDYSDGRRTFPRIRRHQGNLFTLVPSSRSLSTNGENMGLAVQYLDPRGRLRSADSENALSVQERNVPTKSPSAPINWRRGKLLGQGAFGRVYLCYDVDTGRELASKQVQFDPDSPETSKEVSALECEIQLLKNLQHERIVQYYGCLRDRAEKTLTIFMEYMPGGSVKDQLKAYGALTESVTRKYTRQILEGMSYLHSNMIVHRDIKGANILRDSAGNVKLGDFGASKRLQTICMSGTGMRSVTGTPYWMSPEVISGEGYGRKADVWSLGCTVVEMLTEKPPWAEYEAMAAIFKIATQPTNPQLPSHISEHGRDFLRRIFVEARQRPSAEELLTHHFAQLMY
IDE act – boosts human insulin-degrading enzyme activity in HEK cells. FAbeta-B cleavage, fluorescence polarization; 0% vehicle, 100% cell-free pure enzyme wells. activation, % at 5.96 µM. actives 0.073% (n = 340,000). AID 493087;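 active means activation above the mean of all tested compounds plus 3 SD, set per screening campaign, cut at about 17% in these data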
IDE cell inh – inhibits human insulin-degrading enzyme in HEK cells; actives 0.41% (n = 320,000); FAbetaB cleavage, fluorescence polarization; inhibition, % at 5.59 µM; P14735; AID 434962;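 active means percent inhibition above the average of all tested compounds plus 3 SD, set per screening campaign, cut at about 16% in these data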;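 further: IDE supplied by intact live HEK cells; FP after avidin binding of uncleaved biotin substrate so inhibition keeps polarization high; 0% = DMSO wells and 100% = 60 µM reference IDE inhibitor Ii1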
M18AAP inhibitor – blocks P. falciparum M18 aspartyl aminopeptidase. recombinant PfM18AAP, H-Glu-NHMec fluorogenic cleavage. inhibition, % at 7.35 µM. actives 1.2% (n = 290,000). AID 1822;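 active means inhibition above the campaign mean inhibition over all tested compounds plus 3 SD, cut at about 28% in these data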;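 further: 0% = plate median of test compound wells and 100% = 2 mM ZnCl2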
UBC9 SUMO inh – SUMOylation inhibition; P63279; HTRF SUMOylation assay, SAE1/SAE2 + UBC9, in vitro; inhibition, % at 35 µM; actives 0.36% (n = 290,000); AID 2006; in the data active means inhibition above about 50%, passing the limit was not always enough; further: strong numbers were not always called active
Target sequence (P63279 whole entry, looked up): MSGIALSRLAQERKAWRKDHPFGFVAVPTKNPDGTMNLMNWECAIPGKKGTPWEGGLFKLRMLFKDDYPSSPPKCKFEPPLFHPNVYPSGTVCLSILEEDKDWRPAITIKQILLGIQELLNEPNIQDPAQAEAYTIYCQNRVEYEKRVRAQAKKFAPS
MEKK2wt PB1 HTS – raises or lowers MEK5 binding to wildtype human MEKK2 PB1 domain; Q9Y2U5; bead flow cytometry, Alexa488-MEK5 binding to MEKK2 WT; actives lie on both sides; binding response (% of control), % at 10 µM; actives 1.1% (n = 290,000); AID 1531; in the data active means binding response below about 67% or above about 130%
MEKK2 mut-MEK5 – signal of MEK5 binding to mutant human MEKK2 PB1 domain. bead flow cytometry, Alexa488-MEK5 binding to MEKK2 mutant. percent response, % at 10 µM. actives 0.35% (n = 290,000); in the data active means percent response above about 24%, passing the limit was not always enough; further: inactives centre near 1; some results filed as inactive read as strong as hits; reference of the scale not given here
NALP1 yeast inh – blocks the NALP1 inflammasome reconstituted in yeast | actives 0.61% (n = 280,000) | S. cerevisiae NALP1/ASC/caspase-1 growth, X-gal OD620, 72 h | inhibition, % at 10 µM | AID 2071; in the data active means inhibition mostly above about 24%, no sharp cut-off; inactive means mostly below about 32%; further: some compounds called inactive have numbers as strong as hits
Starred values were filed as active, the others as inactive; . = not tested or not shown; [ ] = dose if it differs, or a comment. Some of the compounds tested; the hit share may differ from the screen's.

pCIP destab	MEKK3 PB1 HTS	IDE act	IDE cell inh	M18AAP inhibitor	UBC9 SUMO inh	MEKK2wt PB1 HTS	MEKK2 mut-MEK5	NALP1 yeast inh	canonical_smiles
-20	99	1	5	-6	-7	58	-20	9	Cc1ccc(C)c(N2CCN(C(=O)CNS(=O)(=O)c3cccs3)CC2)c1
-6	81*[inhibitor]	-2	-10	0	11	83	-9	1	NC(=O)c1ccc(-n2nnnc2Oc2ccccc2)cc1
7	99	1	-5	-8	-1	103	0	19	O=C(NNC(=O)c1ncc(Cl)c(Cl)c1Cl)c1ccc(F)cc1
2	92	-8	4	1	19	93	-1	3	O=C(CSc1n[nH]c(-c2ccccc2)n1)Nc1ncc(Br)cc1Br
-6	111	-1	-3	-12	10	107	0	12	CCOP(=O)(OCC)c1nc(-c2ccc(Cl)cc2Cl)oc1N1CCOCC1
-5	95	.	-8	3	7	94	-2	.	Cc1ccc(S(=O)(=O)N2CCCN(c3nccc(C(F)(F)F)n3)CC2)cc1
0	56	.	-5	3	24	62	-14	3	N#CC1=C(N)Oc2nc[nH]c(=O)c2C1c1cccs1 (stereo not given)
3	105	2	0	0	9	105	7	6	Cc1cccc(OCC(=O)N(C)CCc2ccccn2)c1
-1	94	2	-1	1	9	80	-15	4	COc1ccc(S(=O)(=O)NCC(=O)N(CC(=O)NC(C)(C)C)Cc2cccs2)cc1
-6	104	-5	3	5	14	108	5	4	O=C1NCCN(Cc2ccc(-c3ccccc3)cc2)C1CC(=O)N1CCN(CCO)CC1 (stereo not given)
3	101	2	2	1	33	94	0	-2	CCN(CC)c1ccc(/C=N/NC(=O)c2nnn(-c3nonc3N)c2-c2ccc(C)cc2)cc1
-7	103	7	6	3	12	105	2	10	COc1ccc(NC(=O)CN2CCC(NC(=O)c3ccc(OC)cc3)CC2)cc1
8	101	1	2	-1	-17	99	0	20	COC(=O)C1(CC2CC(c3cccc(Br)c3)=NO2)CCN(C(=O)OC(C)(C)C)CC1 (stereo not given)
-17	93	-4	13	7	-1	90	-9	2	Cc1ccccc1NC(=O)CSc1n[nH]c(-c2ccco2)n1
-8	98	4	2	-1	15	96	-1	15	CC1CN(c2cc3nccnc3cc2F)CC(C)O1 (stereo not given)
-11	90	-6	5	-1	5	95	-4	53	CNc1ccccc(-c2ccc3ccccc3n2)c1=O
-4	87	4	-2	0	19	99	-1	-4	Cc1cccc(-c2cc3nc(C)cc(NCCCN(C)C)n3n2)c1
8	102	2	4	2	-9	101	-2	8	O=C(NC1CCCC1)C(c1ccccc1)N(C(=O)c1csnn1)c1ccccc1F (stereo not given)
-12	100	-17	10	-3	9	102	-3	15	O=C1CC[C@@H](O)CCN1CC[C@H](Sc1ccccc1)c1ccccc1
-16	98	3	-1	4	1	95	-5	22	CCc1nnc(NC(=O)CCC(=O)NCC2CCCO2)s1 (stereo not given)
4	95	4	5	-8	20	98	-1	13	COc1ccc(CCNC(=O)CC(NS(=O)(=O)c2ccc(NC(C)=O)cc2)C(C)C)cc1OC (stereo not given)
-10	101	1	1	-1	8	104	1	9	CN(C)Cc1c(C#N)c2ccccc2n1C
9	101	2	4	4	-7	99	1	2	CCCc1cc(=O)oc2c(C)c(OC(C)C(=O)NCC(O)c3ccccc3)ccc12 (stereo not given)
-8	91	4	-3	-4	3	93	5	8	Cc1cc(N2C(=O)c3ccc(C(=O)NCc4ccccc4)cc3C2=O)no1
-6	98	.	2	1	0	91	-3	4	CCOC(=O)N1CCN(c2nc(N(c3ccccc3)c3ccccc3)nc(-n3ccnc3)n2)CC1
-7	98	.	3	2	-5	97	-2	18	Cc1cc(F)ccc1NCc1ccccc1[N+](=O)[O-]
-5	97	2	1	4	18	93	-4	22	COc1ccccc1NC(=O)c1sc2ncn(Cc3ccccc3C)c(=O)c2c1C
-3	94	2	4	8	14	93	-4	4	O=c1c(-c2ccccc2)[n+]([O-])c2ccccc2n1O
-2	100	0	1	-3	3	99	-5	12	Cc1cccc(-c2noc(CCCC(=O)NCC3CCCO3)n2)c1 (stereo not given)
-1	103	-3	.	-8	-10	107	3	23	CCOC(=O)C1C(=O)C=C(c2ccc(C)cc2)CC1c1ccc([N+](=O)[O-])cc1 (stereo not given)
-10	109	4	2	2	8	109	4	-6	Cc1nc(-c2cccc(Br)c2)ccc1C(=O)O
-14	102	2	3	-1	4	102	-1	7	CCOC(=O)c1sc(NC(=O)c2ccc(S(=O)(=O)N(C)C)cc2)nc1C
-8	103	2	3	17	25	98	2	8	CCOC(=O)c1c(NC(=O)C2c3ccccc3Oc3ccccc32)sc(C(=O)N(CC)CC)c1C
-5	101	5	4	3	12	96	-5	-13	COc1ccc(C)cc1NC(=O)C(Sc1nnnn1C)c1ccccc1 (stereo not given)
8	107	2	-2	2	9	111	11	2	CCCCn1c(CCC(=O)O)nc2c1c(=O)[nH]c(=O)n2CCC
-9	106	-4	4	8	-10	108	3	4	COCC(=O)N1CCCC(N(C)CCc2ccc(OC)c(OC)c2)C1 (stereo not given)
-14	103	1	1	-11	18	106	6	.	CC(C)Cn1c(=O)[nH]c(=O)c2c(C(F)(F)F)cc(-c3ccccc3)nc21
.	97	3	2	.	.	94	-7	.	COc1ccc(/C=C/c2c(-c3cccc(C)c3)oc3ccc(N4CCOCC4)cc23)cc1
-9	103	1	1	-1	27	103	4	22	CC(=O)c1ccc(N2CCN(C(=O)c3ccco3)CC2)c(F)c1
-6	103	4	4	-4	-10	108	4	26	COC(=O)C1C(=O)C(C(=O)c2ccc([N+](=O)[O-])cc2)C(=O)CC1(C)C (stereo not given)
3	95	-3	6	13	5	96	2	-12	CCCCC(Nc1ncnc2ccccc12)C(=O)O (stereo not given)
-17	104	5	-1	7	13	109	10	-9	O=C(NCC1CCCO1)c1nc(Cn2ccc([N+](=O)[O-])n2)no1 (stereo not given)
-4	107	1	2	8	-1	105	4	3	CCCNS(=O)(=O)c1ccc(CCC(=O)NCc2ccco2)cc1
1	93	3	5	5	3	91	-1	-7	CCOC(=O)c1ccc(NS(=O)(=O)c2cc(-c3nnnn3CC)ccc2OC)cc1
-8	110	4	-2	-10	7	106	6	24	O=[N+]([O-])c1ccc(CN2CCN(c3ccccc3Cl)CC2)o1
-4	95	1	-1	4	6	102	1	27	CCc1ccc(/C=C/C(=O)c2ccc(S(=O)(=O)N(C)C)cc2)cc1
5	97	3	-1	-1	.	105	-1	10	Cc1cc(C)c(S(=O)(=O)NCC2CCC(C(=O)NCCCN3CCC(C)CC3)CC2)c(C)c1 (stereo not given)
-10	86	-2	3	24	7	56*[inhibitor]	-22	-2	Cc1ccc(/C=C2/SC(=S)N(C3CCCCC3)C2=O)o1
6	112	-2	8	-1	6	107	0	4	COCC(=O)Nc1cc(Cl)ccc1C
-6	101	-2	3	10	8	100	-3	12	Cc1ccc2nc(/C(C#N)=N/O)[nH]c2c1
0	96	2	3	3	-5	97	-2	22	CCCCC(=O)Nc1ccc2c3c(cccc13)CC2
6	100	6	-1	1	7	104	5	7	CCc1ccccc1NC(=O)CCN1C(=O)C2CC=CCC2C1=O (stereo not given)
-13	102	-3	3	-2	5	100	3	23	CC(C)N(C(=S)NCc1ccccc1)c1ccccc1
4	106	5	-1	1	2	106	-1	12	CCN=C1S/C(=C\c2ccc(N3CCOCC3)cc2C)C(=O)N1CC
-10	102	1	-2	-5	10	103	2	15	Cc1ccccc1OCCN1C(=O)c2ccccc2C1=O
3	105	3	-1	1	1	92	-12	5	O=C(N(c1ccccn1)c1ccccn1)C12CC3CC(CC(C3)C1)C2
12	99	7	-1	6	4	100	2	9	CCC(C)NC(=O)Cn1cccc1C(=O)c1ccccc1 (stereo not given)
-9	101	-3	2	-11	-4	105	0	5	Cn1c2c(c(=O)n(C)c1=O)C(C(F)(F)F)(C(F)(F)F)N=C(C1CCCCC1)N2
-2	99	-1	1	3	11	100	4	11	CC(=O)Nc1c(OC(C)=O)ccc2c(C)cc(=O)oc12
-13	99	2	-3	7	16	101	0	-4	C=CCNC(=S)NN(c1ccccc1)c1ccccc1

2 records drawn at random from the list so far, as already listed:
pCIP destab	MEKK3 PB1 HTS	IDE act	IDE cell inh	M18AAP inhibitor	UBC9 SUMO inh	MEKK2wt PB1 HTS	MEKK2 mut-MEK5	NALP1 yeast inh	canonical_smiles
-9	101	-3	2	-11	-4	105	0	5	Cn1c2c(c(=O)n(C)c1=O)C(C(F)(F)F)(C(F)(F)F)N=C(C1CCCCC1)N2
3	105	3	-1	1	1	92	-12	5	O=C(N(c1ccccn1)c1ccccn1)C12CC3CC(CC(C3)C1)C2

Next section
pCIP destab	MEKK3 PB1 HTS	IDE act	IDE cell inh	M18AAP inhibitor	UBC9 SUMO inh	MEKK2wt PB1 HTS	MEKK2 mut-MEK5	NALP1 yeast inh	canonical_smiles
-14	101	6	-2	-6	26	102	6	18	CN(C)/C=C/C(=O)c1nnn(C2CCCCC2)c1NC1CCCCC1
4	104	-2	-5	3	-2	105	3	16	O=C(NC1CCCCC1)c1ccc(COCC(F)(F)F)o1
-8	98	0	-4	-7	14	98	-4	.	Cn1c(NC(=O)c2ccccc2C(F)(F)F)cc(=O)n(C)c1=O
-4	.	-2	-5	14	17	.	.	23	CC1CCCCC12NC(=O)N(CC(=O)Nc1sc3c(c1C(N)=O)CCC3)C2=O (stereo not given)
-14	2.0*[inhibitor]	-6	6	2	13	2.0*[inhibitor]	-16	41	O=C(CC1N=C2c3ccccc3N=C(SCc3ccc(F)cc3)N2C1=O)NCc1ccco1 (stereo not given)
-8	100	-1	-1	-7	6	101	5	-12	CCOC(=O)c1nc[nH]c1C

Results in MEKK2wt PB1 HTS and pCIP destab, for 2 of the compounds above:
canonical_smiles | MEKK2wt PB1 HTS | pCIP destab
O=C(NC1CCCCC1)c1ccc(COCC(F)(F)F)o1 | 105 | 4
Cn1c(NC(=O)c2ccccc2C(F)(F)F)cc(=O)n(C)c1=O | 98 | -8
